# Source: PubChem (several laboratories)
# Candida biofilm: kills Candida albicans biofilms | C. albicans biofilm + clotrimazole, Alamar Blue | inhibition, % at 6 µM | 0.14% of 85,000 active | AID 834;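 active means inhibition above 20%; inactive means inhibition below 20%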;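 further: preformed 24 hr biofilms exposed to compound for 48 hr; 0% = biofilm without compound and 100% = blank killed by clotrimazole plus chlorhexidine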
# sEH inhibitor: blocks human soluble epoxide hydrolase activity. P34913. recombinant human sEH enzymatic activity assay. inhibition, % at 2 µM. 0.34% of 91,000 active; in the data active means inhibition above about 80%; further: values of inactives mirror those of a sister screen read the other way; many of its hits are not listed in these tables
# Target sequence (P34913 whole entry, looked up): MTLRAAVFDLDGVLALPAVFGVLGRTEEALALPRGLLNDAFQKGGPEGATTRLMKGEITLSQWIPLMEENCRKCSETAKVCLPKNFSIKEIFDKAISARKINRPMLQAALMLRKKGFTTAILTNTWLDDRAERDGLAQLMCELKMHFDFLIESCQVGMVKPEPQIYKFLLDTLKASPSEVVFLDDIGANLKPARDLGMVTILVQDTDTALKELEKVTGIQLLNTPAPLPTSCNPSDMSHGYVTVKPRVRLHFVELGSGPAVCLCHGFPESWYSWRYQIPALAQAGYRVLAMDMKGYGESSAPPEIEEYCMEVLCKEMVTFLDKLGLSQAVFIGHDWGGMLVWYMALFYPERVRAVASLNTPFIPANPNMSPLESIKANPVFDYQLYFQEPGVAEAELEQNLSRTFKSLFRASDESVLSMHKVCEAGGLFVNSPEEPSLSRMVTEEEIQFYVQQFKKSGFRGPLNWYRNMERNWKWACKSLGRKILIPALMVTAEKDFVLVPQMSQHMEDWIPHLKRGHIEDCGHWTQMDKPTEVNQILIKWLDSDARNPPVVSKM
# MT1-MMP txn act: activates MT1-MMP transcription; activation factor at 10 µM; HT1080 MT1-MMP promoter luciferase reporter, luminescence, overnight; hits give high values; 0.16% of 86,000 active; AID 750;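 active means activation factor of at least 2 for MT1-MMP transcription at 10 µM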
# ERa SRC1 pot: enhances coactivator binding to human estrogen receptor alpha | 1.3% of 86,000 active | coactivator binding (% of control), % at 25.6 µM | TR-FRET ERalpha-LBD/SRC-Cy5 coactivator binding, 2 h; 100 = basal binding, no effect | AID 639; in the data active means activity above about 200%;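 further: binding measured in presence of low estradiol as agonist stimulus; 0% = peptide alone without receptor and 100% = receptor with peptide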
# ERb SRC1 inh: blocks coactivator binding to human estrogen receptor beta; TR-FRET ER-beta LBD / SRC1-Cy5 peptide binding; receptor agonist-loaded with 1 µM estradiol; inhibition, % at 25.6 µM; 1.3% of 86,000 active; AID 633;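 active means compounds whose percent inhibition of the receptor-coactivator binding signal exceeds about 50% in the single-dose screen, limit read from the data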;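 further: 0% = receptor plus peptide wells without compound and 100% = peptide-only wells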
# Target sequence (Q92731 whole entry, looked up, the tested form may be a part): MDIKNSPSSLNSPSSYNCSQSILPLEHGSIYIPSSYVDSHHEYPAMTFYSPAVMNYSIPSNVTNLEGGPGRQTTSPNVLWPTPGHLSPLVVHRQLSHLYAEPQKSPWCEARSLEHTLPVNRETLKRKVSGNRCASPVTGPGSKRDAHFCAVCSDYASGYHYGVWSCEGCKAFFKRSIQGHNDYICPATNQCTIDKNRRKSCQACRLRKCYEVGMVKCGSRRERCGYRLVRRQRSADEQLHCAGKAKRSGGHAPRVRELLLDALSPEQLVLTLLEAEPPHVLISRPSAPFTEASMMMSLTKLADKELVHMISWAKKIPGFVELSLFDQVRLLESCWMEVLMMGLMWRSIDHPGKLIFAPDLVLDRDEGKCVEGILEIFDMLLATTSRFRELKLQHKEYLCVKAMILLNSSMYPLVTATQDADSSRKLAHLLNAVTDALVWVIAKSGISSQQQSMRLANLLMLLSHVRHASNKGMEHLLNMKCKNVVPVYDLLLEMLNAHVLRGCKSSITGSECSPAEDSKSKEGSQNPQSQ
# sEH act: soluble epoxide hydrolase (human) activation; AID 717; P34913; 0.04% of 91,000 active; activation, % at 2 µM; purified human sEH enzymatic activity, activator screen; in the data active means activation above about 37%; further: values of inactives mirror those of a sister screen read the other way
# CD11b adhes enh: enhancers of human CD11b/CD18 binding to fibrinogen; K562 CD11b/CD18 adhesion to fibrinogen, ATPlite luminescence; activation, % at 10 µM; 0.07% of 93,000 active; AID 1499;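 active means 10 µM primary screen giving 50% or more activity, confirmed by 40% or more on retest at that dose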; further: strong numbers were not always called active; reference of the scale not given here
# Smad3 FoxH1 inh: inhibitors of human Smad3 transcription factor binding | 0.29% of 88,000 active | AID 630 | TR-FRET Smad3/Dy647-FoxH1 peptide binding, europium anti-His | inhibition, % at 25 µM;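 active means compounds that reduce the energy-transfer binding signal between the protein and its labelled peptide by more than half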;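 further: 0% = Smad3 plus labelled peptide maximal FRET and 100% = peptide-only background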
# CD11b adhes inh: CD11b/CD18-fibrinogen binding inhibition; 0.54% of 93,000 active; inhibition, % at 10 µM; K562 CD11b/CD18 adhesion to fibrinogen, ATPlite luminescence; Mn2+ added to activate the integrin; P05107+P11215;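 active means primary inhibition of 50% or more at 10 µM, then 40% or more on retest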; further: some results filed as inactive read as strong as hits
# Numbers without * were called inactive; . = no result given; [ ] = another dose, or the depositor's remark.
# The opening 10 records as a preview:
# Results follow in this order: Candida biofilm, sEH inhibitor, MT1-MMP txn act, ERa SRC1 pot, ERb SRC1 inh, sEH act, CD11b adhes enh, Smad3 FoxH1 inh, CD11b adhes inh
- COc1ccc(C2C(C(=O)OC(C)C)=C(C)N=c3s/c(=C\c4cccs4)c(=O)n32)cc1 (stereo unspecified)
  2, 2, 1.1, 97, -1, -2, 3, -2, -3
- CC(C)n1nnnc1SCC(=O)Nc1ccc2c(c1)OCO2
  3, 7, 1.6, 109, 1, -4, ., 0, .
- COc1cccc(NC(=O)CSc2ccccn2)c1
  9, -9, 1.4, 133, 0, 6, 0, -18, 4
- COc1ccc2c(c1)OC(O)(C(F)(F)C(F)F)CC2=O (stereo unspecified)
  4, 11, 1, 98, 12, -10, 4, -1, -7
- COc1ccc(C)cc1NC(=O)CN1CCN(c2ccc(F)cc2)CC1
  8, 3, 1, 104, 6, -2, -2, -3, 9
- CCOc1ccc(-n2c(SCC(=O)NCc3ccco3)nnc2-c2c[nH]c3ccccc23)cc1
  5, 14, ., 86, 12, -12, 23, 8, -14
- COc1ccccc1C(=O)Oc1ccc(N2C(=O)CCC2=O)cc1
  7, -3, 1.2, 71, -6, 3, -3, 10, -6
- COc1ccc(Cn2c3nc4ccccc4nc3c3c(=O)n(Cc4ccco4)cnc32)cc1
  5, ., 1, 119[fluorescence artefact?], 23, ., 89, 10, -26
- Cc1cc(C)nc(-n2nc(C)c3c(=O)[nH]c(C(F)(F)F)nc32)n1
  3, 9, 1, 109, -9[fluorescence artefact?], -9, -2, 2, 5
- CC1(C)CC(N2CCN(c3ccccc3)CC2)=CC(=[N+]2CCCC2)C1
  3, ., 1.2, 97, -7, ., -3, 16, 14

# All compounds of this part, previewed entries included:
# Results follow in this order: Candida biofilm, sEH inhibitor, MT1-MMP txn act, ERa SRC1 pot, ERb SRC1 inh, sEH act, CD11b adhes enh, Smad3 FoxH1 inh, CD11b adhes inh
- COc1ccc(C2C(C(=O)OC(C)C)=C(C)N=c3s/c(=C\c4cccs4)c(=O)n32)cc1 (stereo unspecified)
  2, 2, 1.1, 97, -1, -2, 3, -2, -3
- CC(C)n1nnnc1SCC(=O)Nc1ccc2c(c1)OCO2
  3, 7, 1.6, 109, 1, -4, ., 0, .
- COc1cccc(NC(=O)CSc2ccccn2)c1
  9, -9, 1.4, 133, 0, 6, 0, -18, 4
- COc1ccc2c(c1)OC(O)(C(F)(F)C(F)F)CC2=O (stereo unspecified)
  4, 11, 1, 98, 12, -10, 4, -1, -7
- COc1ccc(C)cc1NC(=O)CN1CCN(c2ccc(F)cc2)CC1
  8, 3, 1, 104, 6, -2, -2, -3, 9
- CCOc1ccc(-n2c(SCC(=O)NCc3ccco3)nnc2-c2c[nH]c3ccccc23)cc1
  5, 14, ., 86, 12, -12, 23, 8, -14
- COc1ccccc1C(=O)Oc1ccc(N2C(=O)CCC2=O)cc1
  7, -3, 1.2, 71, -6, 3, -3, 10, -6
- COc1ccc(Cn2c3nc4ccccc4nc3c3c(=O)n(Cc4ccco4)cnc32)cc1
  5, ., 1, 119[fluorescence artefact?], 23, ., 89, 10, -26
- Cc1cc(C)nc(-n2nc(C)c3c(=O)[nH]c(C(F)(F)F)nc32)n1
  3, 9, 1, 109, -9[fluorescence artefact?], -9, -2, 2, 5
- CC1(C)CC(N2CCN(c3ccccc3)CC2)=CC(=[N+]2CCCC2)C1
  3, ., 1.2, 97, -7, ., -3, 16, 14
- Cc1ccsc1-c1nc(CSCC(=O)N2CCN(c3ccccc3)CC2)c(C)o1
  12, -5, 1, 141, -2, 4, 1, -1, 17
- CCC1Oc2ccc(C)cc2N(CC(=O)N(Cc2cccnc2)Cc2cccc(F)c2)C1=O (stereo unspecified)
  11, 7, 1.2, 108, -2, -4, ., 9, .
- CCOC(=O)c1sc2nc(CC(=O)OC)nc(NCCN(CC)CC)c2c1C
  3, 2, 1, 109, 11, -2, 0, -8, -3
- Cc1cc(C)n(C(=O)c2cccc(S(=O)(=O)N3CCCC3)c2)n1
  3, ., 1.2, 109, -11, ., -2, 0, -7
- Cc1ccc(-c2nc(CS(=O)(=O)CC(=O)NC3CCCCC3C)c(C)o2)cc1 (stereo unspecified)
  9, ., 1.1, 158[fluorescence artefact?], 12[fluorescence artefact?], ., -1, -54, -8
- Cc1cccc(Cn2c(SCCO)nc3c2c(=O)n(C)c(=O)n3C)c1
  7, 6, 1.1, 128, -14, -5, 2, 5, 2
- Cc1ccc(-c2nc(N/N=C/c3ccncc3)c3ccccc3n2)cc1
  -3, -9, ., 123[fluorescence artefact?], 24, 6, -9, 7, 103*
- COCc1[nH]nc2c1C(c1ccnc3ccccc13)C(C#N)=C(N)O2 (stereo unspecified)
  9, -8, 1.1, 130, -6, 8, 1, -1, -14
- CC(=O)c1c(C)nc(-c2ccc(Cl)cc2)nc1NC(=O)C(C)C
  4, -11, 1.4, 102, -2, 9, 11, 4, -5
- COc1ccc(OCC(=O)Nc2cccc(-c3nc4ccccc4[nH]3)c2)cc1
  ., 16, ., ., ., -16, -2, ., -16
- Cc1cccc(Oc2ccc(N)cc2)c1
  11, -3, 1.3, 94, -7, 2, -2, 11, -12
- CCc1ccc(-c2csc3ncn(CC(=O)N4CCOCC4)c(=O)c23)cc1
  6, -2, ., 97, -16, 3, 2, -5, -8
- CCOC(=O)Cn1nc(C)c2c1CCCC2=O
  0, -18, 1.2, 102, -6, 16, 0, -5, -11
- Cc1ccc(-c2noc(CCC(=O)NC3CCN(Cc4ccccc4)CC3)n2)cc1
  2, 9, 1, 106, -3, -6, -4, 25[fluorescence artefact?], 5
- O=C(O)CN=C(NS(=O)(=O)c1ccc(Cl)cc1)c1ccccc1
  -1, -7, 1.1, 113, -7, 6, 1, -2, -10
- N#Cc1ncc(C(F)(F)F)cc1Sc1ccccc1N
  10, 6, 1.3, 97, -3, -6, -4, 2, -2
- COC(=O)c1c(NC(=O)C2CCCO2)sc2c1CCC2 (stereo unspecified)
  2, 2, 1, 98, -12, -2, -6, -11, 7
- C/C(=N/NC(=O)CNc1ccc(C)cc1)c1ccc(Br)s1
  ., 13, ., ., ., -13, -5, ., 4
- CCC(c1nnc(SCC(=O)Nc2nnc(-c3ccccc3)o2)n1Cc1ccccc1)N(C)C (stereo unspecified)
  -4, ., 1.1, 123, -11[fluorescence artefact?], ., ., 8, .
- Cc1c(Cl)cccc1NC(=O)CSCC(N)=O
  5, -1, 1.2, 111, -16, 7, 2, 6[fluorescence artefact?], 3
- COc1ccc(CCNC(=O)C23CN(Cc4ccccc4)CC2C(c2cccc([N+](=O)[O-])c2)=NO3)cc1 (stereo unspecified)
  ., 3, ., ., ., -5, 6, ., 12
- COCc1nc2ccccc2n1CCOc1ccccc1OC
  2, -3, 1, 120, -3[fluorescence artefact?], 4, -6, 0, -3
- O=C(CCN1CCN(CCO)CC1)Nc1ccc(OCc2ccccc2)cc1
  20, -1, ., 120, -7, -1, 1, 0, 0
- Cc1ccc(C(=O)/C=C/c2c[nH]c3ccccc23)cc1
  ., -2, ., ., ., 4, 3, ., 6
- CCn1cc(Br)c(C(=O)N(C)Cc2ccccc2)n1
  5, 10, 1.2, 107, -11[fluorescence artefact?], -7, 0, 20, -7
- CC1CCCC(C)N1S(=O)(=O)c1ccc(S(=O)(=O)NCc2ccccc2)cc1 (stereo unspecified)
  6, 2, 1.3, 104, -16[fluorescence artefact?], -1, ., 16, .
- c1cnc(SCCCOc2ccc3ccccc3c2)nc1
  5, 0, 1.3, 82, -5, 2, -2, -1, 16
- CCN(CCO)Cc1cn[nH]c1-c1ccc(C)c(C)c1
  5, ., 1.2, 110, -4[fluorescence artefact?], ., -4, 3, 13
- O=C1CC(O)(c2ccccc2)C(c2ccccc2)=C1c1ccccc1 (stereo unspecified)
  11, 0, 1, 68, 38[fluorescence artefact?], 0, ., 17, .
- NC(=O)c1ccc(C(F)(F)F)n(Cc2ccccc2Cl)c1=O
  ., -11, ., ., ., 8, -3, ., 6
- Cc1c(NC2=C(Cl)C(=O)N(c3ccccc3)C2=O)c(=O)n(-c2ccccc2)n1C
  0, 5, 1.1, 110, -3[fluorescence artefact?], -4, 1, 6, 1
- Cc1cc(NC(=O)CSc2nc3ccccc3c(=O)n2C2CCCC2)no1
  2, 24, ., 111[fluorescence artefact?], -4, -23, -6, -1, 4
- CC(=O)NCC(=O)N(Cc1ccco1)C1(C(=O)NC2CCCCC2)CCCCC1
  10, -1, ., 94, 1, -1, 2, 1, 11
- Cc1ccc(OCC(O)Cn2c3ccccc3c3ccccc32)cc1 (stereo unspecified)
  ., 4, ., ., ., -2, -2, ., 6
- Cc1cc(O)c(NC(=O)c2ccco2)cc1C
  3, 4, 1.6, 110, -3, -3, 1, -2, 6
- CCOC(=O)c1c(-c2ccc(C)o2)csc1NC(=O)CSc1nnnn1-c1ccccc1
  -3, 10, 1.3, 98[fluorescence artefact?], 0[fluorescence artefact?], -10, 2, -12[fluorescence artefact?], -3
- O=C1C=C(c2ccc(Cl)cc2)OC2(CCCC2)O1
  -3, -7, 1.1, 93[fluorescence artefact?], 13, 11, ., -9, .
- COc1ccc(S(=O)(=O)Nc2cc3c4c(oc3c3ccccc23)CC(C)(C)CC4=O)cc1
  -2, 9, 1.4, 101, 1, -6, ., 11, .
- Cc1ccc(C)c(N2C(=O)CC(N3CCN(Cc4ccc5c(c4)OCO5)CC3)C2=O)c1 (stereo unspecified)
  10, 11, 1, 113, -2, -9, 2, -1, -6
- O=C(Cn1c(CO)nc2ccccc21)Nc1cc(C(F)(F)F)ccc1N1CCOCC1
  0, 0, 1.1, 98, -2[fluorescence artefact?], -2, -4, 12, -2
- COc1ccc(C(=O)COC(=O)[C@H](C)Nc2ccc(C(F)(F)F)cc2[N+](=O)[O-])c(OC)c1
  1, -10, 1.2, 69, 22, 12, 1, -19, 3
- O=c1c2ccccc2[nH]c(=S)n1CCCN1CCN(C2CCCCC2)CC1
  1, -15, 1.1, 117, -1, 17, 2, 8, -2
- O=C(Cn1ccsc1=NC(=O)c1ccco1)c1ccccc1
  0, 1, 1, 128, -1, 0, 2, 6, 1
- O=C(COC(=O)C1c2ccccc2Oc2ccccc21)Nc1ccc2c(c1)OCO2
  7, -1, 1.3, 104, 7, 3, 20, 9, -1
- COc1ccc(C(=O)N2CCSC2=S)cc1OC
  6, 3, 1.1, 102, -2, -3, -2, 2, 9
- COC(=O)c1c(NC(=O)CSc2nncs2)sc2c1CCCCC2
  7, 12, 1.4, 81, 11, -12, -2, 25, 6
- Cn1c(=O)c2c(nc(CN3CCN(C(=O)c4ccco4)CC3)n2CCCc2ccccc2)n(C)c1=O
  13, -9, 1.1, 105, -8, 8, -4, -2, -12
- CCOCc1nnc(NC(=O)c2ccc(OC)cc2)s1
  2, 4, 1.4, 95, -18, -4, ., 6[fluorescence artefact?], .
- CCCCc1sc(-c2c(C#N)c(N)nc3c2CCCCC3)cc1[N+](=O)[O-]
  ., -6, ., ., ., 6, -2, ., 14
- COc1cc2c3nnc(-c4ccc(F)cc4)c-3cn(Cc3ccc(C)cc3)c2cc1OC
  7, -1, ., 591*[fluorescence artefact?], 51*[fluorescence artefact?], 0, 3, -83, 30

# Remaining list, next part
# Results follow in this order: Candida biofilm, sEH inhibitor, MT1-MMP txn act, ERa SRC1 pot, ERb SRC1 inh, sEH act, CD11b adhes enh, Smad3 FoxH1 inh, CD11b adhes inh
- Cc1cc(O)c(/C=N/Nc2ccccc2)c(=O)o1
  ., 9, ., ., ., -7, -5, ., -9
- Cc1ccc2cc(CCNC(=O)c3c(-c4ccccc4Cl)noc3C)c(=O)[nH]c2c1
  12, 11, ., 97[fluorescence artefact?], 2, -12, 1, 4, -13
- CN(CC(=O)Nc1ccccc1C(=O)N1CCCC1)S(=O)(=O)c1ccc(Cl)cc1
  -4, -6, 1, 95, -1, 5, -4, 9, 4
- Cc1nc(S(=O)(=O)N2CCOCC2)c(C#N)c(C)c1Cl
  2, 6, 1.1, 131[fluorescence artefact?], -13, -4, ., 12, .

# A portion of the library; count on the stated rates, not on these rows.
